PvdQ acylase – P. aeruginosa PvdQ acylase inhibition. inhibition, % at 10 µM. actives 0.063% (n = 340,000). purified PvdQ acylase, fluorescence plate reader; in the data active means inhibition above about 30%, passing the limit was not always enough;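 further: 0% = vehicle neutral wells and 100% = reference inhibitor wells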
Arrestin-AP2 inh – blocks beta-arrestin peptide binding to AP2 adaptin. FITC-arrestin peptide / GST-AP2 beads, flow cytometry; AP2 beta2 appendage carries R879A mutation. inhibition, % at 10 µM. actives 0.31% (n = 340,000). AID 504490;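 active means inhibition above a set limit, near 3 SD of compounds lacking own fluorescence, cut at about 54% in these data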;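 further: plate controls were DMSO wells for no effect and 5 µM unlabelled arrestin peptide for full effect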
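Material – AP2 appendage R879A on GSH beads · Buffer or medium – PBS with 0.05% Tween 20 and 0.1% BSA · Probe or stimulus – fluorescein-tagged arrestin peptide at 50 nM final · Incubation – compound with beads 12 min RT, then probe 1 h RT · Detection – high-throughput flow cytometry of beads, ex 488, em 535 nm · Evaluation – percent response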
DAGLB inh – blocks human DAGLB lipase activity. HEK293T DAGLB membrane lysate, EnzChek fluorogenic substrate. actives 0.059% (n = 340,000). inhibition, % at 5.17 µM. AID 504411; in the data active means inhibition above about 34%;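 further: 0% = enzyme with vehicle and 100% = wells lacking enzyme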
Target sequence (Q8NCG7 whole entry, looked up): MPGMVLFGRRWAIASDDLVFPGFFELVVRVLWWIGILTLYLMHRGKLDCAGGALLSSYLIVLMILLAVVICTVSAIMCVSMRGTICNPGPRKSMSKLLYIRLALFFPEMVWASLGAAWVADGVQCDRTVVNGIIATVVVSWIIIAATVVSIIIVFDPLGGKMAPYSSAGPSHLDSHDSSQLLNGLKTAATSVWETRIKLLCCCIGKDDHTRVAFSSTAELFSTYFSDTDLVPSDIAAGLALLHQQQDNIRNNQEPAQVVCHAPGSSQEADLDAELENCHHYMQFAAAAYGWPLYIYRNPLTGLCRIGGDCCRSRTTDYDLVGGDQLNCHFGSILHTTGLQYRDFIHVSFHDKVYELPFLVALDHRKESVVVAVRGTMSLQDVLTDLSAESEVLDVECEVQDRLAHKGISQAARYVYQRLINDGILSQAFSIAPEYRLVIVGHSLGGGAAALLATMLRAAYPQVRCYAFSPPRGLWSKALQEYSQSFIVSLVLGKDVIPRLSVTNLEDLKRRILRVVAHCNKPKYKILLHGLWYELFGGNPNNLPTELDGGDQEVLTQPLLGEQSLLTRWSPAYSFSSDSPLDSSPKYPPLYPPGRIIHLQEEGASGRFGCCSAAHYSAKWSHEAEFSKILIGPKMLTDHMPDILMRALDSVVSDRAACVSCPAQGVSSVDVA
SR-BI uptake up – SR-BI HDL lipid transfer activation; CHO ldlA[mSR-BI] cells, DiI-HDL uptake fluorescence, 3 h; 100 = double the neutral-control signal; activation, % at 12.5 µM; actives 0.096% (n = 320,000);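 active means mean replicate activation of at least 60% and every replicate at or above 60%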;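 further: 0% = median plate neutral-control signal and 100% = twice that signal; values of inactives mirror those of a sister screen read the other way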
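Assay system: LDL receptor-deficient CHO ldlA cells overexpressing murine SR-BI / Medium: BSA-supplemented, HEPES-buffered Ham's F12, pH 7.4 / Probe or stimulus: DiI-labelled HDL at 10 µg/mL final / Timing: compound with DiI-HDL co-incubation, 3 h at 37 °C / Technique: bottom-read cell fluorescence after medium removal, ex 550/em 595 nm / Measure: HDL uptake via cellular fluorescence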
NSD2 inh – NSD2 (human) methyltransferase inhibition | O96028 | NSD2 peptide methylation, AlphaScreen, 120 min | inhibition, % at 12.5 µM | actives 0.54% (n = 310,000) | AID 743445; in the data active means inhibition above about 50%
SR-BI HDL uptake – blocks mouse SR-BI lipid uptake from DiI-HDL | Q61009 | ldlA[mSR-BI] CHO cells, DiI-HDL uptake fluorescence, 3 h | inhibition, % at 12.5 µM | actives 0.96% (n = 320,000) | AID 488896;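 active means mean replicate inhibition of at least 70% and a set share of replicates each scoring 70 or more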;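 further: 0% = median of neutral control wells and 100% = median of positive control wells; values of inactives mirror those of a sister screen read the other way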
PKA-R2B activ – PKA-R2B complex activation. P22694+P31323. PKA-R2B holoenzyme dissociation, Cy5-IP20 fluorescence polarization; R2B truncated from residue 108, S112A mutant; 0% DMSO only, 100% 113 µM cGMP. activation, % at 11.4 µM. actives 0.079% (n = 340,000). AID 504700;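 active means activation above a cutoff set at the mean over all compounds plus 3 SD, cut at about 18% in these data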;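 further: higher means more holoenzyme dissociation and a rise in polarization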
Target sequence (P31323 whole entry, looked up, other chains not shown, the tested form may be a part): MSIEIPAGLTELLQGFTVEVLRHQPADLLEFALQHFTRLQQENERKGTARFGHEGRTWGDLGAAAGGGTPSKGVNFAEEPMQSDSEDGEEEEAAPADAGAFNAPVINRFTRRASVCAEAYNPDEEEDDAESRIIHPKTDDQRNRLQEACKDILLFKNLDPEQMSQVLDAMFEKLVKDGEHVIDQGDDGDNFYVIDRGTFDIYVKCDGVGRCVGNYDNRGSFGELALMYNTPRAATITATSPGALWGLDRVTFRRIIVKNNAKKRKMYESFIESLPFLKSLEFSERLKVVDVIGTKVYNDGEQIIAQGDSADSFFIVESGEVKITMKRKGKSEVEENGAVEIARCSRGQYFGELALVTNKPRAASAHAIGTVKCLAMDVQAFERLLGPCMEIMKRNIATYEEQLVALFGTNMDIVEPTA
Starred values were filed as active, the others as inactive; nt = no result given. An excerpt; rates above refer to the full screens.

1	O=C(C1CC1)N1CCN(c2ccc([N+](=O)[O-])cc2)CC1
2	O=C1C2CC(O)CN2C(=S)N1Cc1ccccc1 (stereo not drawn)
3	O=C(O)CCCC(=O)N1CCN(c2ncccn2)CC1
4	CC1=C(C(=O)OCC2CCCCC2)C(c2ccccc2F)NC(=O)N1 (stereo not drawn)
5	O=C(Nc1ccccc1Br)c1cccc2ccccc12
6	CC(C)(C)OC(=O)NCCc1nnc(SCc2ccccc2)o1
compound no.	1	2	3	4	5	6
PvdQ acylase	nt	nt	nt	nt	nt	nt
Arrestin-AP2 inh	2	1	16	-3	0	14
DAGLB inh	nt	nt	nt	nt	nt	nt
SR-BI uptake up	nt	nt	nt	nt	nt	nt
NSD2 inh	3	-1	-2	-2	-5	-6
SR-BI HDL uptake	nt	nt	nt	nt	nt	nt
PKA-R2B activ	nt	nt	nt	nt	nt	nt

7	CCOC(=O)c1sc(=S)n(CC)c1NC(=O)c1ccccc1
8	COc1ccc(CCN(/C=C2\Sc3ccccc3C2=O)C(C)=O)cc1OC
9	C/C(=N\Nc1nc(C)cc(C)n1)c1ccc(C)o1
10	O=C(CCc1ccccc1)Oc1ccccc1[N+](=O)[O-]
11	CCCCCC(=O)Nc1ncc2c(n1)CC(c1cccs1)CC2=O (stereo not drawn)
12	CCCC(=O)Nc1ccc2c(c1)nc(CCNC(=O)c1ccco1)n2C
compound no.	7	8	9	10	11	12
PvdQ acylase	nt	nt	nt	nt	nt	nt
Arrestin-AP2 inh	12	-13	4	4	4	22
DAGLB inh	nt	nt	nt	nt	nt	nt
SR-BI uptake up	nt	nt	nt	nt	nt	nt
NSD2 inh	-1	1	0	1	-1	27
SR-BI HDL uptake	nt	nt	nt	nt	nt	nt
PKA-R2B activ	nt	nt	nt	nt	nt	nt

13	O=C(Nc1c(F)cccc1F)C(c1ccccc1)c1ccccc1
14	CCN(CC)Cc1ccc(OC)c(Cl)c1
15	NNC(=S)NC1CCS(=O)(=O)C1 (stereo not drawn)
16	COC(=O)/C(=C\Nc1ccc(Oc2ccc(F)cc2F)nc1)NC(=O)c1ccccc1
17	N#Cc1ccc2c(c1)nnn2-c1ccccc1
18	O=C(c1ccccc1F)N1CCN(c2ccc([N+](=O)[O-])c(NCc3cccnc3)c2)CC1
compound no.	13	14	15	16	17	18
PvdQ acylase	nt	nt	nt	nt	nt	nt
Arrestin-AP2 inh	-2	20	6	8	38	1
DAGLB inh	nt	nt	nt	nt	nt	nt
SR-BI uptake up	nt	nt	nt	nt	nt	nt
NSD2 inh	-1	7	-7	1	-1	5
SR-BI HDL uptake	nt	nt	nt	nt	nt	nt
PKA-R2B activ	nt	nt	nt	nt	nt	nt

Six of the compounds above, with bars between the fields:
entry | structure | PvdQ acylase | Arrestin-AP2 inh | DAGLB inh | SR-BI uptake up | NSD2 inh | SR-BI HDL uptake | PKA-R2B activ
7 | CCOC(=O)c1sc(=S)n(CC)c1NC(=O)c1ccccc1 | nt | 12 | nt | nt | -1 | nt | nt
4 | CC1=C(C(=O)OCC2CCCCC2)C(c2ccccc2F)NC(=O)N1 (stereo not drawn) | nt | -3 | nt | nt | -2 | nt | nt
10 | O=C(CCc1ccccc1)Oc1ccccc1[N+](=O)[O-] | nt | 4 | nt | nt | 1 | nt | nt
9 | C/C(=N\Nc1nc(C)cc(C)n1)c1ccc(C)o1 | nt | 4 | nt | nt | 0 | nt | nt
11 | CCCCCC(=O)Nc1ncc2c(n1)CC(c1cccs1)CC2=O (stereo not drawn) | nt | 4 | nt | nt | -1 | nt | nt
5 | O=C(Nc1ccccc1Br)c1cccc2ccccc12 | nt | 0 | nt | nt | -5 | nt | nt

The results go on.
19	CCn1cc(C(=O)Nc2ccccc2C(=O)OC)cn1
20	COc1ccccc1Cn1c(C)nc2ccccc21
21	O=C(CSc1n[nH]c(=O)n1Cc1ccco1)c1ccc(F)cc1
22	COc1cccc(NC(=O)C2CCOC2=O)c1 (stereo not drawn)
23	COc1ccccc1C(=O)N/C(=C\c1ccc(Br)cc1)C(=O)N1CCCC1
24	Cc1ccc(NC(=O)CSc2nnc(-c3ccccn3)n2N)c(Br)c1
compound no.	19	20	21	22	23	24
PvdQ acylase	nt	nt	nt	nt	nt	nt
Arrestin-AP2 inh	-3	-6	-2	7	3	40
DAGLB inh	nt	nt	nt	nt	nt	nt
SR-BI uptake up	nt	nt	nt	nt	nt	nt
NSD2 inh	1	-1	1	2	1	0
SR-BI HDL uptake	nt	nt	nt	nt	nt	nt
PKA-R2B activ	nt	nt	nt	nt	nt	nt

25	CC(=O)N1N=C2c3ccccc3CCC2C1c1ccc(F)cc1 (stereo not drawn)
26	Cc1c(/N=C(\[O-])Nc2ccc(Br)cc2)sn[n+]1C
27	O=C(Oc1ccccc1)N(c1ccccc1)c1ccccc1
28	O=C(/C=C/c1c(Cl)cccc1Cl)NCCCn1ccnc1
29	C=C1c2cc3c(cc2NC(=S)N1Cc1ccccc1)OCO3
30	O=C1CCCC(=O)C1C1c2ccccc2CCN1C(=O)CCl (stereo not drawn)
compound no.	25	26	27	28	29	30
PvdQ acylase	nt	nt	nt	nt	nt	nt
Arrestin-AP2 inh	13	17	-1	-9	32	14
DAGLB inh	nt	nt	nt	nt	nt	nt
SR-BI uptake up	nt	nt	nt	nt	nt	nt
NSD2 inh	-6	0	1	0	-1	2
SR-BI HDL uptake	nt	nt	nt	nt	nt	nt
PKA-R2B activ	nt	nt	nt	nt	nt	nt

31	CC1(C)Cc2cccc(C(=O)NCc3ccco3)c2O1
32	COc1ccc(C2=NN(C(=O)CN3CCCC3)C(c3ccc(OC)cc3)C2)cc1 (stereo not drawn)
33	CNc1[nH]c(=O)[nH]c(=O)c1N=Nc1cc(Cl)ccc1Cl
34	CN(C)CC(O)CN(c1ccccc1)c1ccccc1 (stereo not drawn)
35	C=CCN1C(=S)N[C@@H]2CS(=O)(=O)C[C@@H]21
36	COc1cc(C(=O)NNC(=S)NC(=O)c2ccc3c(c2)OCO3)cc(OC)c1OC
compound no.	31	32	33	34	35	36
PvdQ acylase	nt	nt	nt	nt	nt	nt
Arrestin-AP2 inh	7	34	4	26	-19	11
DAGLB inh	nt	nt	nt	nt	nt	nt
SR-BI uptake up	nt	nt	nt	nt	nt	nt
NSD2 inh	3	3	35	3	-2	1
SR-BI HDL uptake	nt	nt	nt	nt	nt	nt
PKA-R2B activ	nt	nt	nt	nt	nt	nt

37	CC(=O)c1cn(C2OC(CO)C3OC(C)(C)OC32)c(=O)n(C)c1=O (stereo not drawn)
38	Nc1nnn(CC(=O)N/N=C/c2ccncc2)n1
39	CCN(CC)c1ccc(/C=N/Nc2nc(C)cc(C)n2)cc1
40	O=C(CN1CCN(Cc2ccccc2Cl)CC1)N/N=C/c1cccs1
41	O=C(Cc1nnc(NC(=O)Nc2ccccc2)s1)Nc1ccccc1
42	COc1cc(/C=N/NC(=O)c2cc(-c3ccccc3C)nc3ccccc23)cc(OC)c1O
compound no.	37	38	39	40	41	42
PvdQ acylase	nt	nt	nt	nt	nt	nt
Arrestin-AP2 inh	-6	50	-7	5	-4	12
DAGLB inh	nt	nt	nt	nt	nt	nt
SR-BI uptake up	nt	nt	nt	nt	nt	nt
NSD2 inh	-2	-2	10	-2	0	-3
SR-BI HDL uptake	nt	nt	nt	nt	nt	nt
PKA-R2B activ	nt	nt	nt	nt	nt	nt

43	CN1c2ccsc2C(=O)/C(=C\Nc2cccc(C(F)(F)F)c2)S1(=O)=O
44	CC(/C=N\NC(=O)Cn1cncn1)=C/c1ccc(C(C)C)cc1
45	CC12CCC(C(=O)N3CCOCC3)([C@H](Br)C1=O)C2(C)C (stereo partly drawn)
46	Cc1ccc(S(=O)(=O)N(C)C)cc1NC(=O)Nc1c(-c2ccccc2)noc1C
47	CC(=O)Nc1ccc(NC(=O)CSc2ncnc3c2cnn3Cc2ccccc2)cc1
48	Cc1ccc(CSc2nnc(-c3ccccn3)n2N)cc1
compound no.	43	44	45	46	47	48
PvdQ acylase	nt	nt	nt	nt	nt	nt
Arrestin-AP2 inh	7	7	5	15	13	-6
DAGLB inh	nt	nt	nt	nt	nt	nt
SR-BI uptake up	nt	nt	nt	nt	nt	nt
NSD2 inh	-2	-1	-2	22	-2	2
SR-BI HDL uptake	nt	nt	nt	nt	nt	nt
PKA-R2B activ	nt	nt	nt	nt	nt	nt

49	Cc1cc(C(=O)Nc2nc3ccc(Cl)cc3s2)nn1C
50	Cc1ccc(-c2cc(C(=O)Nc3ccccc3C(N)=O)c3ccccc3n2)o1
51	CC(=O)OC[C@H]1O[C@@H](n2ncc(=O)[nH]c2=O)[C@H](OC(C)=O)[C@@H]1OC(C)=O
52	O=C(c1ccc(F)cc1)[C@@H]1[C@@H](C(=O)c2ccccc2)[C@@]2(C(=O)Nc3ccccc32)[C@H]2c3ccccc3C=CN12
53	COc1ccc(C2=CC(=O)C=CC2=O)cc1
54	CCOc1ccc(S(=O)(=O)NCCC(=O)NNC(=O)c2ccc(F)cc2)cc1
compound no.	49	50	51	52	53	54
PvdQ acylase	nt	nt	2	-18	-41	nt
Arrestin-AP2 inh	12	-14	nt	nt	nt	nt
DAGLB inh	nt	nt	nt	nt	nt	-1
SR-BI uptake up	nt	nt	22	5	0	nt
NSD2 inh	-1	-3	nt	nt	nt	16
SR-BI HDL uptake	nt	nt	-22	-5	0	nt
PKA-R2B activ	nt	nt	nt	nt	nt	0

55	CCn1c(C)cc(C(=O)COC(=O)CNC(=O)c2ccco2)c1C
56	CC1=CC(C)(C(Cl)(Cl)Cl)C(C)=CC1=NO (stereo not drawn)
57	CC(C)(C)C(=O)Nc1ccc(N2CCN(C(=O)c3cccs3)CC2)cc1
58	COc1ccccc1N1CCN(S(=O)(=O)CCNC(=O)c2ccco2)CC1
59	O=c1[nH]c(=O)n2c(c1-c1ccccc1)OC(CBr)C2 (stereo not drawn)
60	N#CC(Cc1cccs1)c1nc2ccccc2[nH]1 (stereo not drawn)
compound no.	55	56	57	58	59	60
PvdQ acylase	nt	nt	nt	nt	nt	nt
Arrestin-AP2 inh	nt	nt	nt	nt	nt	nt
DAGLB inh	0	-3	-1	-1	0	1
SR-BI uptake up	nt	nt	nt	nt	nt	nt
NSD2 inh	3	0	14	2	-6	6
SR-BI HDL uptake	nt	nt	nt	nt	nt	nt
PKA-R2B activ	-6	7	-9	0	3	-11

61	C=CCn1c(SCC(=O)N2CCN(C(=O)OCC)CC2)nc2c([nH]c3ccccc32)c1=O
62	CCOC(=O)C1=C(C)NC(C)=C(C(=O)OCC)C1c1ccncc1
63	O=S(=O)(NC1CCCC1)c1ccc(F)cc1F
64	Cc1onc(-c2ccccc2)c1C(=O)NC1CCCCC1C (stereo not drawn)
65	COc1ccc(CC(=O)Nc2ccc(S(=O)(=O)Nc3cc(C)nc(C)n3)cc2)cc1OC
66	O=C(COC(=O)C1CC(=O)N(Cc2ccccc2)C1)Nc1ccc([N+](=O)[O-])cc1Br (stereo not drawn)
67	COc1ccc(C=C2CCC3C(=O)CCCC3(C)C2=O)cc1 (stereo not drawn)
68	C=CCn1c(SCC(=O)Nc2cc(C)on2)nc2ccccc21
compound no.	61	62	63	64	65	66	67	68
PvdQ acylase	nt	nt	nt	nt	nt	nt	nt	nt
Arrestin-AP2 inh	nt	nt	nt	nt	nt	nt	nt	nt
DAGLB inh	2	-7	-1	-1	-1	1	-2	-2
SR-BI uptake up	nt	nt	nt	nt	nt	nt	nt	nt
NSD2 inh	1	1	2	3	-1	38	-2	-1
SR-BI HDL uptake	nt	nt	nt	nt	nt	nt	nt	nt
PKA-R2B activ	4	-11	-1	-1	6	-1	8	8
